SUMO Mot1 rescue = SUMOylation pathway inhibition by Mot1-301 growth rescue | S. cerevisiae Mot1-301 growth rescue, ATP luminescence, 38.5C; percent above DMSO median, 100 means doubled | growth rescue, % at 18.8 µM | hit rate 1% among 320,000;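 active = every valid replicate shows activation above 250% relative to neutral control wells; inactive = the rest, any valid replicate at or below 250%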;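 note: OY570 slx delta 5 strain wells were the positive control but not used for scaling; some compounds called inactive have numbers as strong as hits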
PKA-R1A act = activates the PKA-R1A holoenzyme complex | P00514+P68181 | PKA-R1A dissociation, Cy5-IP20 fluorescence polarization; scaled: DMSO 0%, 113 µM cGMP 100% | activation, % at 11.4 µM | hit rate 0.083% among 340,000 | AID 504707;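 active = percent activation above the mean of all tested compounds plus 3 SD, cut at about 19% in these data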;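 note: higher means more PKAc released from R1A so a rise in polarization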
Pemphigus Ab inh = inhibitors of pemphigus antibody binding to human desmoglein-3. DSG3-coupled beads, scFv-anti-DSG3-GFP binding, flow cytometry; hits give low values. hit rate 0.48% among 310,000. AID 588358. binding (percent of control), % at 10 µM. P32926;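 active = binding more than 3 SD below its plate's average and above zero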;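 note: hits lower antibody fragment binding to DSG3; some compounds called inactive have numbers as strong as hits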
AddAB inh = less growth of phage-infected E. coli with AddAB; E. coli expressing H. pylori AddAB, absorbance growth; inhibition, % at 11.9 µM; hit rate 0.29% among 330,000; in the data active = inhibition above about 12%;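 note: 0% = vehicle wells of infected cells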
OPRM1-OPRD1 inv = inverse agonist of human OPRM1-OPRD1 heterodimerization. P35372+P41143. cell-based MOR-DOR heterodimer luminescence, inverse agonism. inhibition, % at 9.3 µM. hit rate 0.21% among 340,000. AID 504357; in the data active = inhibition above about 22%, passing the limit was not always enough;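 note: 0% = cells with DMSO and 100% = wells without cells with DMSO; values of inactives mirror those of a sister screen read the other way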
Target sequence (P35372 whole entry, looked up): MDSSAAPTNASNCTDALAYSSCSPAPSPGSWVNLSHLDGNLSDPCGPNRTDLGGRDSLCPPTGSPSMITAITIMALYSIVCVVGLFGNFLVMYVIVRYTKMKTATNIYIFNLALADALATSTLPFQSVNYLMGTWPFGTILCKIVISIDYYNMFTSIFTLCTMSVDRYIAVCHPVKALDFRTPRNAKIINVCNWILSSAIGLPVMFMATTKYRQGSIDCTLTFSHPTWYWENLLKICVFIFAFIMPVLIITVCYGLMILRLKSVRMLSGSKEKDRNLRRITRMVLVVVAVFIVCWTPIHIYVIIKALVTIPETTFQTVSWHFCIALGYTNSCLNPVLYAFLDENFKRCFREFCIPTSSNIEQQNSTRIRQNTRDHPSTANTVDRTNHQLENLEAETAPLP
Target sequence (P41143 whole entry, looked up): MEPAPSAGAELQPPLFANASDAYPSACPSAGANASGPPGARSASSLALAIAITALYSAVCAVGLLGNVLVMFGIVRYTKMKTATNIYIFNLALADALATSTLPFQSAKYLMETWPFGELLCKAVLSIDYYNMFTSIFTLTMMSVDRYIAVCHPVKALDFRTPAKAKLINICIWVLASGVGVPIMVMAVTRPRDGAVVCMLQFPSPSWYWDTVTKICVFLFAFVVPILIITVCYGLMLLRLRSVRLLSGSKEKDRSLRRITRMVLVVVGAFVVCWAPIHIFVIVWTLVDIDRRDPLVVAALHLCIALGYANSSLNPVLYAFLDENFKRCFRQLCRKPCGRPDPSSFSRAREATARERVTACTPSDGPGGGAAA
HTR5A ag = HTR5A agonism, opioid heterodimer counter-screen; HTR5A agonist assay, luminescence, cell-based; activation, % at 9.3 µM; hit rate 0.61% among 340,000; in the data active = activation mostly above about 9.5%, no sharp cut-off; inactive = mostly below about 7.6%;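 note: 0% = cells with vehicle only and 100% = reference agonist; strong numbers were not always called active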
PfHsp90 yeast 2 = inhibits growth of yeast expressing Plasmodium falciparum Hsp90 | hit rate 0.32% among 310,000 | inhibition, % at 9.4 µM | S. cerevisiae expressing PfHsp90, BacTiter-Glo ATP, 48 h; yeast lacking PDR1 and PDR3 efflux regulators;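 active = every replicate shows inhibition above about 80%, whatever the replicate mean, limit read from the data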;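 note: 0% = DMSO neutral controls and 100% = 20 µM radicicol positive controls; yeast relying on Plasmodium falciparum Hsp90 in place of its own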
Ecoli viability = bacterial growth inhibition, counter-screen for AddAB inhibitors | AID 449728 | hit rate 0.27% among 330,000 | E. coli V3065 growth, OD600 absorbance, 18 h | inhibition, % at 11.9 µM;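 active = inhibition above the campaign's mean inhibition across all tested compounds plus 3 SD, cut at about 9.9% in these data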;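 note: uninfected addAB+ strain grown without phage in ampicillin broth; 0% = DMSO wells and 100% = ciprofloxacin 0.95 µg/ml wells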
phage Ecoli inh = E. coli growth loss with phage present. growth absorbance. inhibition, % at 11.9 µM. hit rate 0.26% among 360,000; in the data active = inhibition above about 11%
OPRM1-OPRD1 ag = agonists of human mu-delta opioid receptor heterodimerization | hit rate 0.3% among 340,000 | activation, % at 9.3 µM | cells, OPRM1-OPRD1 heterodimerization, luminescence | P35372+P41143; in the data active = activation above about 18%;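 note: 0% = vehicle-treated cells and 100% = reference agonist; values of inactives mirror those of a sister screen read the other way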
HTR5A inv ctr = inverse agonist of human HTR5A in OPRM1-OPRD1 counter-screen | P47898 | hit rate 0.083% among 340,000 | inhibition, % at 9.3 µM | HTR5A cell line, luminescence, inverse agonism; in the data active = inhibition mostly above about 23%, no sharp cut-off; inactive = mostly below about 18%;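 note: 0% = cells with DMSO and 100% = no-cell wells with DMSO; some compounds called inactive have numbers as strong as hits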
* = called active by the depositor; / = not tested or not shown.

Every second line gives: AddAB inh	OPRM1-OPRD1 ag	OPRM1-OPRD1 inv	PKA-R1A act	HTR5A ag	phage Ecoli inh	SUMO Mot1 rescue	PfHsp90 yeast 2	HTR5A inv ctr	Ecoli viability	Pemphigus Ab inh
C[C@@]12C(=O)N(c3cccc(Br)c3)C(=O)N1[C@H](c1ccc(Cl)cc1)[C@@H]1C(=O)N(C3CCCCC3)C(=O)[C@@H]12
→ 3.4	5.3	-31	-3	2	2.2	4	-24	-6	0.2	99
Cc1ccccc1C(=O)Nc1cccc(C(=O)N/N=C/c2cc(Cl)cc([N+](=O)[O-])c2O)c1
→ 4.7	-5.2	26	10	-5	7.6	18	-39	20	3.0	84
CCc1cc2ccccc2nc1SCC(=O)Nc1cc(C)on1
→ 0.5	3.5	-15	-2	26*	3.0	27	-8	-14	-0.4	87
Cc1cc(C(=O)CSc2nc(N)cc(N)n2)c(C)n1CC1CCCO1 (stereo unspecified)
→ 2.5	1.2	-7	-5	-2	0.4	9	/	7	0.4	94
CC(NC(=O)CCn1c(=S)[nH]c2ccsc2c1=O)c1ccccc1 (stereo unspecified)
→ 1.1	-0.3	2	-1	1	2.8	3	13	18	-1.7	/
CCOC(=O)Cc1csc(NS(=O)(=O)c2ccc(F)cc2)n1
→ 2.9	-1.8	8	5	0	4.0	-8	-23	11	0.6	98
COc1ccc(C(=O)NC2CCSc3ccccc32)cc1F (stereo unspecified)
→ 2.0	-2.5	16	-2	2	-0.2	-16	23	-5	-2.1	81
CCN(CC)C(=O)c1nn(-c2ccccc2)c2c1C1CCC2(C)C1(C)C (stereo unspecified)
→ -1.2	1.4	-8	-3	-1	2.4	/	21	-40	-0.5	100
O=C1CCCc2nc(N3CCN(c4ccccc4)CC3)ncc21
→ 3.9	-3.0	18	0	1	3.2	-7	/	-9	2.2	102
Cc1cc(C)nc(/N=C(\N)N2CCCCC2)n1
→ 2.2	-2.8	14	-1	4	1.6	/	-6	-10	-0.6	107
Cc1cc(C)c2sc(N(CCCN(C)C)C(=O)c3ccc(S(=O)(=O)N4CCCc5ccccc54)cc3)nc2c1
→ 1.4	2.3	-13	2	3	4.8	-52	-27	-7	0.3	119
C=CCN(CC=C)C(=O)C1CCC(C(=O)N(CC=C)CC=C)CC1 (stereo unspecified)
→ 2.4	-1.5	6	-11	-5	2.2	-10	-10	11	-3.8	95
Cc1cc(C)c(C#N)c(Oc2ccccc2)n1
→ 3.7	0.5	-2	0	-1	0.5	29	-106	0	3.3	111
Cc1ccccc1NC(=O)c1ccc(N/N=C/c2ccccc2O)c([N+](=O)[O-])c1
→ -0.2	-2.5	12	1	-1	-0.8	-11	-23	4	-0.6	92
CCN1C2=NCCCN2c2cc(C)c(C)cc21
→ 4.0	-1.6	8	7	3	3.3	-7	-22	-9	1.4	98

Arranged by length of the SMILES (ascending): 3 of the compounds above.
Every second line gives: AddAB inh	OPRM1-OPRD1 ag	OPRM1-OPRD1 inv	PKA-R1A act	HTR5A ag	phage Ecoli inh	SUMO Mot1 rescue	PfHsp90 yeast 2	HTR5A inv ctr	Ecoli viability	Pemphigus Ab inh
CCN1C2=NCCCN2c2cc(C)c(C)cc21
→ 4.0	-1.6	8	7	3	3.3	-7	-22	-9	1.4	98
CC(NC(=O)CCn1c(=S)[nH]c2ccsc2c1=O)c1ccccc1 (stereo unspecified)
→ 1.1	-0.3	2	-1	1	2.8	3	13	18	-1.7	/
C[C@@]12C(=O)N(c3cccc(Br)c3)C(=O)N1[C@H](c1ccc(Cl)cc1)[C@@H]1C(=O)N(C3CCCCC3)C(=O)[C@@H]12
→ 3.4	5.3	-31	-3	2	2.2	4	-24	-6	0.2	99

Additional structures
Every second line gives: AddAB inh	OPRM1-OPRD1 ag	OPRM1-OPRD1 inv	PKA-R1A act	HTR5A ag	phage Ecoli inh	SUMO Mot1 rescue	PfHsp90 yeast 2	HTR5A inv ctr	Ecoli viability	Pemphigus Ab inh
CN(c1nc2ccccc2n2c(-c3ccco3)nnc12)S(=O)(=O)c1ccccc1
→ 0.6	-0.5	3	-2	-2	0.3	-14	-7	-2	-3.9	/
CC(C)CN=CC1=C(O)c2ccccc2C1=O
→ 0.0	-2.7	14	-5	5	-1.8	-15	-3	-15	1.0	110
Cc1nc(SCC(=O)NCC2CCCO2)c2c3c(sc2n1)CCC3 (stereo unspecified)
→ /	-1.2	4	9	-2	0.6	-9	10	6	/	101
C[C@]12CCC3C(CC[C@H]4CC(O)CC[C@]34C)C1CC/C2=N/O (stereo partly specified)
→ -1.1	-1.2	6	-9	1	3.1	-1	-4	-3	0.4	96
CCN1CCCC1CNC(=O)C(NC(=O)C1CCC(C)CC1)C(C)C (stereo unspecified)
→ -0.2	-4.0	19	-3	0	2.7	3	-10	0	0.1	97
CC(SCC(=O)NC(C)C1CC2CCC1C2)C(=O)O (stereo unspecified)
→ 1.9	-1.0	6	4	0	4.3	5	12	0	-1.0	103
Cc1ccc(C(C)(C)NC(=O)C2CCC(=O)N(CCCN3CCOCC3)C2)cc1 (stereo unspecified)
→ 2.3	-2.6	14	-2	-5	-0.4	10	5	4	-2.0	108
CCCNC(=O)c1cc2nc(-c3ccccc3)cc(C(F)(F)F)n2n1
→ 0.0	-0.3	1	-1	3	2.4	-10	-23	-1	-1.0	102
Cc1ccc(C(C)C)c(OCc2nnc3n2CCCCC3)c1
→ 0.5	0.2	-1	7	3	3.2	5	/	-3	-1.4	97
Cc1cccc(-c2nnc(SC(C)C(=O)N3CCOCC3)o2)c1 (stereo unspecified)
→ 0.7	-1.7	9	-8	8	-0.7	2	-5	6	-1.1	/
CCCCCCCCc1nnc(NC(=O)c2ccco2)s1
→ 2.1	-0.4	3	-2	5	-0.2	84	-27	-14	0.4	100
COc1ccc(C(=O)NC(C)c2ccc(-n3ccnc3)cc2)c(OC)c1OC (stereo unspecified)
→ 2.8	-1.2	5	-2	-1	1.4	0	-4	3	-0.8	117
CCOC(=O)N1CCN(Cc2c(F)cccc2F)CC1
→ 3.6	-2.9	16	-2	7	0.6	-2	-4	-21	2.5	/
CC1(N(O)C=C2C=CC(=O)C=C2)CCCCC1=O (stereo unspecified)
→ 1.6	-2.0	11	-2	1	1.7	-18	-17	-2	1.5	103
Cc1cccc(NC(=O)CSCC(=O)N2CCN(Cc3ccc4c(c3)OCO4)CC2)c1
→ -1.4	-1.1	6	-9	-5	4.3	-1	-3	-19	-2.8	114
C/C(=N/NC(=O)c1ccccc1)c1ccc(NC(=O)C(F)(F)F)cc1
→ 1.5	-2.3	15	8	8	2.5	-15	-10	-19	0.2	87
COc1cc(NC(=O)c2ccccc2F)ccc1NC(=O)c1cc2ccccc2o1
→ /	0.2	-1	7	3	1.2	114	-5	-8	/	114
Cc1ccc2c(c1)C(=O)N1[C@H]3c4cc(Br)ccc4OC[C@@H]3[C@H](c3ccccc3)[C@]1(C)C(=O)N2
→ 4.3	-1.3	8	-4	-2	4.8	165	-47	-17	4.0	95
CCCn1c(=O)[nH]c(=O)c2c1nc(-c1ccc(C#N)cc1)n2CCOC
→ 2.5	-2.9	19	12	2	0.1	4	6	-5	-1.3	90
Cc1ccc(NC(=O)CSc2n[nH]c(-c3ccncc3)n2)cc1
→ 0.3	-3.0	15	-4	-5	3.4	-12	-7	-3	0.5	/
COc1ccccc1Nc1nc(N)nc(CSC(=S)N2CCCCC2)n1
→ 0.5	-1.6	9	-2	5	2.5	-4	8	-14	-1.3	103
CCCN(C(=O)c1cccc(S(=O)(=O)N2CCCc3ccccc32)c1)C1CCS(=O)(=O)C1 (stereo unspecified)
→ 0.5	-4.0	16	-1	-4	-0.6	3	7	10	-0.2	101
Cc1ccnc(NC(=O)C2(c3cccs3)CCOCC2)c1
→ 1.7	-4.0	21	-7	1	2.1	-13	7	-11	2.1	110
CCCCSc1nnc([C@@H](NC(=O)OC(C)(C)C)C(C)C)o1
→ 4.3	2.2	-10	-1	-3	2.4	-44	-6	8	-0.7	100
COc1ccc2c(=O)c3c(=O)n(-c4ccccc4)c(-c4ccc(C)cc4)nc3oc2c1
→ 2.2	-2.0	10	5	-2	1.1	1	11	5	-1.1	/
COCCCNC(=O)CCn1c(=O)c2ccccc2n(CC(=O)Nc2c(C)cccc2C)c1=O
→ 3.5	-2.7	11	2	0	-0.2	-3	-27	-7	1.6	106
O=C(/C=C/c1ccccc1)Nc1scc(-c2ccccc2)c1C(=O)O
→ /	-2.9	16	-8	2	2.2	/	25	-5	/	100
O=C(CSc1nn(-c2ccc(F)cc2)c(=S)s1)N1CCN(C(=O)c2ccco2)CC1
→ -0.7	0.1	0	-2	9	-0.6	/	-25	2	3.8	89
CC1CCC/C(=N/NC(=O)c2ccccc2-n2cccc2)C1 (stereo unspecified)
→ -0.1	-1.0	5	-11	1	2.0	-8	-8	-4	-1.9	105
O=C(O)c1ccc(C=NN=C2c3ccccc3-c3ccccc32)cc1
→ /	-1.9	8	7	3	-0.5	/	7	-13	/	103
CC(C(=O)NCc1ccccc1)n1cc([N+](=O)[O-])cn1 (stereo unspecified)
→ -3.4	-2.8	13	13	-1	0.5	-1	3	4	-3.7	108
Cc1oc(S(=O)(=O)N2CCCC2)cc1C(=O)Nc1ccc(F)cc1
→ 0.7	-0.5	2	-7	10	0.8	5	-3	-18	0.2	113
CCCCn1c2ccc(F)cc2c2nnc(NN)nc21
→ 0.7	-0.9	5	-3	1	1.9	/	2	9	0.2	97
Cc1ccc(-c2cc(-c3ccccc3)c3c(N)c(S(C)(=O)=O)sc3n2)cc1
→ -0.2	-2.2	14	-2	10	-0.1	3	0	-24	0.0	96
CC1(C)C2CC[C@]3(C)C(CC=C4[C@@H]5C[C@@](C)(CO)[C@@H](O)C[C@]56C[C@@H](OC6=O)[C@]43C)[C@@]2(C)CC[C@@H]1O (stereo partly specified)
→ 2.0	-1.4	7	-6	6	2.6	369*	7	27	-1.7	103
CC1CC(C)CN(S(=O)(=O)c2ccc(C(=O)NCc3ccc4c(c3)OCO4)cc2)C1 (stereo unspecified)
→ 0.4	3.0	-18	-1	6	2.0	94	/	-30	0.2	/

Compound activity: PubChem BioAssay, several laboratories
